Screening data deposited in PubChem BioAssay by Broad Institute.
F508del corr = correctors of CFTR F508del function in bronchial epithelial cells; CFBE cells, YFP halide quenching; stimulated with forskolin plus potentiator P3; % fluorescence drop versus neutral controls; activity (quench increase), % at 7.58 µM; 350,000 tested, 0.36% active;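 active = mean added fluorescence quench of at least 8% versus neutral control, with both replicates also reaching 8%; inconclusive = only one of the mean or replicate conditions met; inactive = mean below 8% and not both replicates reaching 8%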;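 note: cells transiently co-express mutant CFTR-F508del with the halide-sensitive YFP; corrector assay measuring rescue of mutant channel to the surface after 24 h compound exposure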
INS-1E GSIS act = primary screen for activators of insulin secretion dependent on glucose, INS-1E cells, GLuc reporter luminescence. INS-1E GLuc reporter insulin secretion, 2-3 h. activation, % at 16.6 µM. 370,000 tested, 0.61% active;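 active = lowest replicate activation of at least 40%, so every replicate reaches that level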;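 note: 0% = median of neutral control wells and 100% = median of IBMX positive control wells; some compounds called inactive have numbers as strong as hits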
EWS-Fli block = inhibitors of EWS/Fli oncoprotein transcriptional activity. A673 NR0B1-luciferase reporter, viability-normalised. inhibition, % at 12.6 µM. 350,000 tested, 0.67% active;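 active = mean inhibition of at least 50% after viability correction, with every replicate also passing that limit; inconclusive = mean reaches 50% but only one of two replicates passes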;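 note: firefly luciferase signal divided by Alamar Blue viability fluorescence both relative to DMSO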
PAX8 reporter = lowers PAX8-driven luciferase in RMG-I cells; inhibition, % at 12.6 µM; 360,000 tested, 1.2% active; RMG-I TPO-luciferase reporter, SteadyGlo, 24 h; AID 652154;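 active = mean replicate inhibition at least 60% with every replicate also reaching 60%; inconclusive = only one of the two criteria is met; inactive = mean below 60% and not all replicates reaching 60%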;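 note: luciferase light reporting Pax8 driven TPO promoter activity; plate controls were median of neutral control wells for no effect and mitoxantrone controls for full effect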
DENV2 CPE rescue = DENV2-induced cell death inhibition; DENV2-infected cells, cytopathic effect rescue, plate reader; CPE inhibition, % at 9.99 µM; 350,000 tested, 1.7% active; in the data active = CPE inhibition above about 20%, passing the limit was not always enough; inconclusive = no clear call, values can overlap the other calls; tested in BHK-21 cells;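 note: 0% = median of neutral control wells and 100% = median of positive control wells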
FN deposit inh = fibronectin deposition inhibition; AH1F fibroblasts, Alexa488-fibronectin deposition fluorescence, overnight; inhibition, % at 12.6 µM; 350,000 tested, 0.086% active;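 active = mean inhibition across replicates of 30% or more, regardless of how many single replicates reach that level; inconclusive = mean under 30% yet at least half of replicates reach 30%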;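 note: positive control wells lacked labelled fibronectin entirely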
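test system = AH1F fibroblasts assembling fluorescent fibronectin matrix | quantity = 10000 AH1F cells per well | buffer or medium = DMEM plus 2% serum, read in PBS | doses = single dose, pinned | incubation = 1 h cell attachment, overnight exposure to compound and label | detection = fluorescence at 485 nm excitation, 525 nm emission | read-out basis = inhibition from reduced deposited-fibronectin fluorescence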
miR122 inh = inhibitors of miR-122 in Huh7 cells | Huh7 miR-122 Renilla luciferase sensor, 48 h; neutral wells = 0, positive control = 100 | AID 602342 | 340,000 tested, 0.3% active | activation (reporter increase), % at 12.5 µM;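 active = mean replicate activation score at least 90 and every replicate individually at or above 90; inconclusive = only one of the two criteria met; inactive = neither criterion met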;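 note: higher luciferase means less miR-122 activity so hits act as miR-122 inhibitors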
The depositor's hits bear a star; ? = inconclusive; nt = not tested or not shown; + = active, no number; & = joins results of further samples; ! = not confirmed by another sample; [ ] = dose if it differs, or a comment.

Results follow in this order: F508del corr, INS-1E GSIS act, EWS-Fli block, PAX8 reporter, DENV2 CPE rescue, FN deposit inh, miR122 inh
#1 Cc1ccc(CN2CC(=O)N3[C@H](C2)[C@H](c2ccc(Br)cc2)[C@@H]3CO)cc1
  2.3, -8, 6, nt, 10, nt, nt
#2 CN1CCCCC(NC(=O)CCCl)C1=O (stereo not drawn)
  -2.8, -5, -8, 7, 2, -5, nt
#3 COc1ccc2c(CC(=O)OCC(=O)Nc3sc4c(c3C#N)CCC(C)C4)coc2c1 (stereo not drawn)
  nt, 21, -18, 15, 2, -4, -7
#4 CCc1nc2oc3ccccc3c(=O)c2c(=O)n1Cc1ccc(OC)cc1
  nt, nt, nt, 0, nt, -9, -5
#5 Cc1cc(N)cc(C)c1-c1c(Br)cc(N)cc1Br
  -2.1, 10, 12, -3, 0, -6, nt
#6 COc1ccc(-c2cc(C(F)(F)F)c(C#N)c(=O)[nH]2)cc1
  -0.4, -12, 2, -3, -4, -14, 4
#7 C[C@H](CO)N1C[C@H](C)[C@H](CN(C)Cc2ccc(Oc3ccccc3)cc2)Oc2ccc(NC(=O)Nc3ccc(C(F)(F)F)cc3)cc2CC1=O
  -3.6, -6, 1, -11, -14, nt, 1[16.7 µM]
#8 Cc1ccc(-c2cc(C(=O)N/N=C/C(Br)=C/c3ccccc3)n[nH]2)o1
  -1.0, -13, 6, 74*, 1, 4, nt
#9 CCOc1cc(N2CCOCC2)c(OCC)cc1NC(=O)CN1C(=O)NC(C)(C2CC2)C1=O (stereo not drawn)
  -2.2, -1, 5, 5, -3, -8, nt
#10 CC(=O)OC(C(=O)NCCc1ccccc1)c1cccnc1 (stereo not drawn)
  nt, nt, nt, 7, nt, 17, -7
#11 Cc1[nH]c(=O)c(C(=O)c2ccccc2O)cc1C(=O)O
  -3.6, -1, -8, -2, 0, -18, -3
#12 O=C(C[C@H]1CC[C@H]2[C@@H](COC[C@@H](O)CN2Cc2ccc3c(c2)OCO3)O1)N1CCCCC1
  3.6, 0, 1, 4, 0, 3, -4[16.7 µM]
#13 Nc1c(C(=O)CSc2nccn2-c2cccc(F)c2)c(=O)[nH]c(=O)n1C1CC1
  4.5, -9, 2, 11, -1, 2, 9
#14 NCC[C@@H]1CC[C@@H](NC(=O)C2CCC2)[C@@H](CO)O1
  -2.9, -7, -6, 3, 13, 2, nt
#15 O=C(CSc1nnnn1-c1ccc2c(c1)OCCO2)N1CCc2ccccc21
  -3.6, 20, 2, nt, nt, nt, -2
#16 NC(=O)/C(=C/c1ccc2c(c1)OCO2)NC(=O)c1ccco1
  -2.3, 2, -10, 4, 3, -12, 0
#17 O=C(Nc1ccc(Nc2ccccc2)cc1)C(Cl)Cl
  nt, -4, 3, -9, nt, nt, nt
#18 Cc1cccc(Cl)c1OCCCn1ccnc1
  nt, nt, 11, -3, 1, 0, -3
#19 Cn1c(-c2c(N)n(CCc3ccccc3)c3nc4ccccc4nc23)nc2ccccc21
  -0.7, -3, 24, nt, 0, nt, 17
#20 Cc1nn(-c2ccc(F)cc2)c(Cl)c1/C=C(/CC(=O)O)c1nc2ccccc2s1
  -1.5, nt, -26, -3, 4, -2, nt
#21 O=C(Nc1ccccc1)N1CCCN(c2ccc(C(F)(F)F)cc2[N+](=O)[O-])CC1
  -0.5, 4, 9, 18, -3, -10, 1
#22 O=C(c1ccccc1)c1cc2cc(Cl)ccc2[nH]1
  3.4, 41*, -76, -90, -4, 3, -9
#23 NC(=O)C1CCN(C(=O)c2ccc(NC3=NC4CS(=O)(=O)CC4S3)cc2)CC1 (stereo not drawn)
  2.5, 17, 5, -17, -1, -5, -2
#24 CCc1nc(Nc2ccc3c(c2)OCCO3)c2oc3ccccc3c2n1
  nt, nt, nt, -17, nt, 6, 15
#25 CCCCN(C(=O)C1CCN(C(=O)c2ccccc2C)CC1)c1c(N)n(CC(C)C)c(=O)[nH]c1=O
  -2.5, 24, 0, -13, 6, 0, 7
#26 COc1cc([N+](=O)[O-])cc2cc(C(=O)N3CCN=C3c3ccccc3)c(=O)oc12
  -1.8, 20, 2, -10, 5, 2, 2
#27 CCOCCn1c(-c2ccc(OC)cc2)nc2ccccc21
  -2.0, nt, -27, -64, -3, -1, 1
#28 CO[C@@H]1CC[C@H]2CCOc3c(C#N)cccc3C(=O)N(C)C[C@@H](OC)[C@@H](C)C(=O)N(C)C[C@H]1O2
  nt, 2, 4, 1, -1, -7, nt
#29 Cc1ccc(-c2nnn(CC(=O)N(c3ccc(F)cc3)C(C(=O)NC3CCCC3)c3ccco3)n2)o1 (stereo not drawn)
  -1.6, -12, 18, nt, 3, nt, -4
#30 O=C(CC(F)(F)F)N1C[C@H]2[C@@H](c3ccccc31)[C@@H](CO)N2C(=O)c1ccncc1
  -2.3, 6, 3, 8, ?, -3, 0[16.7 µM]

Next part:
Results follow in this order: F508del corr, INS-1E GSIS act, EWS-Fli block, PAX8 reporter, DENV2 CPE rescue, FN deposit inh, miR122 inh
#31 O=C1Nc2ccc([N+](=O)[O-])cc2OC1CCN1CCN(c2ccccc2)CC1 (stereo not drawn)
  -1.4, -22, -3, -2, 0, nt, 4
#32 COC(=O)C[C@@H]1C=C[C@H](NC(=O)Nc2ccc(C(F)(F)F)cc2)[C@@H](CO)O1
  0.7, 13, 2, -27, -1, -6, nt
#33 O=S(=O)(c1ccccc1)N1CC[C@H]2[C@H](CO)Nc3ccc(Br)cc3[C@H]21
  0.4, 8, -6, -6, ?, 7, -6[16.7 µM]
#34 CC(C)(C)NS(=O)(=O)c1ccc(NC(=S)NC(=O)C2CC2)cc1
  3.2, 6, 7, 24, -7, -3, 196*
#35 CC(=O)Nc1ccc(S(=O)(=O)N2CCC(C(=O)NCCC(=O)Nc3nccs3)CC2)cc1
  -1.6, -4, nt, 8, 10, 9, 0
#36 Cc1ccc(NC(=O)C2CCCN(c3ncnc4c3nc3n4CCCCC3)C2)cc1Cl (stereo not drawn)
  -4.7, -5, 11, 25, 10, -6, 4
#37 Cc1ccc(OCC(=O)NNC(=O)c2ccc(-n3cncn3)c([N+](=O)[O-])c2)cc1
  -3.5, -4, -14, 8, 3, 5, nt
#38 CCN(CC)c1ccc(S(=O)(=O)N2CCOCC2)cc1NC(=O)CSc1nnc(N)s1
  -1.0, 8, 5, 2, -3, 0, 1
#39 CC=Cc1ccc2n(c1=O)C[C@@H]1[C@@H](CO)[C@H](C(=O)N[C@H](C)c3ccccc3)[C@H]2N1Cc1ccccc1 (mixture of isomers)
  -1.3, -15, -1, -18, -7, nt, nt
#40 Cc1ccc(O)c(CCc2ccccc2)n1
  0.1, 19, -12, -6, 1, 2, -2
#41 COCC(=O)N1C[C@@H](C)[C@H](OC)CN(C)C(=O)c2ccc(NC(=O)c3cnccn3)cc2OC[C@@H]1C
  0.4, 0, -12, nt, 6, -9, nt
#42 CC(=O)NC[C@@H]1[C@H](c2ccc(-c3ccccc3)cc2)[C@H](CO)N1C(=O)C1CCC1
  -0.1, -16, -3, -1, 3, nt, 21[16.7 µM]
#43 Cc1ccccc1N(C(=O)CNC(=O)c1cccs1)C(C(=O)NC1CCCC1)c1ccncc1 (stereo not drawn)
  0.4, 5, -7, -11, -10, 1, 8
#44 COc1cccc(S(=O)(=O)N2CCCCN3[C@H](CO)[C@H](c4ccc(C#CCC(C)C)cc4)[C@@H]3C2)c1
  3.2, -2, 6, 11, -24, 1, 5[16.7 µM]
#45 CC(C)CN1CCNC(=O)C1CC(=O)NCCc1ccc(C(F)(F)F)cc1 (stereo not drawn)
  -1.0, -11, 2, 5, -2, 2, nt
#46 CC(=O)Nc1cccc(NC(=O)c2cccc(OCc3ccccc3)c2)c1
  1.1, -13, 3, 1, -3, 4, -6
#47 COC(=O)c1ccc(NC(=S)NCCCN2CCCC2=O)cc1
  1.6, -11, 11, 10, -6, 7, -2
#48 O=C(C(=O)N1CCC(CNS(=O)(=O)c2ccc(F)cc2)CC1)c1cccs1
  0.9, -11, -3, -1, -4, -13, nt
#49 Cc1c(F)cccc1NS(=O)(=O)c1ccc(N2CCCC2=O)cc1
  2.6, 3, 2, 5, -6, 4, 2
#50 COc1ccc(NC(=O)N(C)C[C@H]2OCCCC[C@@H](C)Oc3ccc(N(C)C)cc3C(=O)N([C@H](C)CO)C[C@@H]2C)cc1
  -0.5&-1.2&0.2, -5&2, 2&-1, -10&-21&9, -1&0&4, 1, -9
#51 CCCNC(=O)[C@@H]1[C@@H](CO)[C@@H]2Cn3c(cccc3=O)[C@H]1N2C(=O)Nc1cc(F)ccc1F
  -0.2, 9, 5, nt, -7, nt, 31[16.7 µM]
#52 CC1CCN(C(=S)Nc2cccc(S(=O)(=O)N(C)C)c2)CC1
  0.0, 1, 2, -20, 7, -1, 18
#53 Cc1cccc(/C(N)=N/OC(=O)c2ccc(F)cc2)c1
  nt, 13, nt, 6, nt, 5, nt
#54 COc1ccc(S(=O)(=O)N(C)C[C@H]2OCCCC[C@H](C)Oc3ccc(NS(=O)(=O)c4ccc(F)cc4)cc3C(=O)N([C@H](C)CO)C[C@@H]2C)cc1
  -0.1, -11, 1, 16, -1, 1, 6[16.7 µM]
#55 CNC[C@@H]1Oc2cc(-c3cccc(C(=O)N(C)C)c3)ccc2S(=O)(=O)N([C@@H](C)CO)C[C@H]1C
  -2.7, -6, 7, 0, 5, nt, -4[16.7 µM]
#56 CCOc1cc(CN2CCN(S(=O)(=O)Cc3ccccc3)CC2)ccc1OC
  -0.6, -1, 10, 0, 2, -8, nt
#57 O=C(Nc1c(Cl)ccc2nsnc12)c1ccc(Br)o1
  0.3, -15, 10, 3, 2, nt, nt
#58 Cc1cccc(Nc2nc(N)nc(CN3CCN(c4ccc(F)cc4)CC3)n2)c1
  nt, nt, nt, 16, nt, -4, -8
#59 Cc1ccsc1CNn1cnnc1SCc1ccc(Cl)cc1
  nt, nt, nt, -24, nt, -2, 4
#60 Cc1cc(C(C)(C)C)ccc1OCCN1CCCC1
  nt, nt, nt, -20, nt, 10, 6

Further entries
Results follow in this order: F508del corr, INS-1E GSIS act, EWS-Fli block, PAX8 reporter, DENV2 CPE rescue, FN deposit inh, miR122 inh
#61 CC1(C(=O)NS(=O)(=O)c2ccc(C#N)cc2)CCN1C(=O)C1(c2ccc(Cl)cc2)CC1 (stereo not drawn)
  -2.5, 19, 0, -2, -3, -8, -1
#62 Cc1ccc(S(=O)(=O)N2CCOCC2)cc1NC(=O)CSc1ccccn1
  -1.4, 10, -1, -19, -2, -4, 7
#63 COc1ccc2c3c([nH]c2c1)[C@@H](CO)N(C(=O)C1CCOCC1)CC31CN(C(=O)NC(C)C)C1
  -3.0, 14, -11, -18, -5, -7, nt
#64 Cc1cc(N2C(=O)C(O)=C(C(=O)c3cc4ccccc4o3)C2c2cccc(Cl)c2)no1 (stereo not drawn)
  2.0, -9, nt, 12, 1, -1, -8
#65 Cc1ccc(-c2ccc(C3[C@@H]4CN(C(=O)Nc5ccc(C(F)(F)F)cc5)C[C@H]3N4)cc2)cc1 (stereo partly drawn)
  -6.0&-3.9, +, -11&-15, 91*!, 4&-5, 16&4, nt
#66 O=C(CC1CCCC1)Nc1ccc(Cl)c(S(=O)(=O)N2CCOCC2)c1
  -2.2, -35, 25, 4, 3, 1, 8
